esBAF inh: SWI/SNF esBAF complex inhibition | mouse ES cells, Bmi1-luciferase knock-in reporter, 24 h; 100% = twice the neutral-well signal | reporter increase, % at 12.5 µM | 350,000 tested, 2% active | AID 602393; in the data active means activation above about 40%; inconclusive means no clear call, values can overlap the other calls;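 further: 0% = median of the plate's neutral control wells and 100% = double that signal; a rise in the Bmi1 reporter signal indicates esBAF inhibition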
RAD54 branch: RAD54 (human) branch migration inhibition; 360,000 tested, 0.14% active; inhibition, % at 10.4 µM; Q92698; RAD54 Holliday junction branch migration, FAM/BHQ fluorescence;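 active means mean normalized replicate activity at least 40 and at least half of replicates scoring 40 or more; inconclusive means only one of the two criteria met; inactive means mean below 40 and under half of replicates reaching 40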;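 further: 0% = median of neutral control wells and 100% = median of positive control wells; inhibitors cause a drop in the FAM fluorescence signal; in these data hits start at about 50%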
Target sequence (Q92698 whole entry, looked up): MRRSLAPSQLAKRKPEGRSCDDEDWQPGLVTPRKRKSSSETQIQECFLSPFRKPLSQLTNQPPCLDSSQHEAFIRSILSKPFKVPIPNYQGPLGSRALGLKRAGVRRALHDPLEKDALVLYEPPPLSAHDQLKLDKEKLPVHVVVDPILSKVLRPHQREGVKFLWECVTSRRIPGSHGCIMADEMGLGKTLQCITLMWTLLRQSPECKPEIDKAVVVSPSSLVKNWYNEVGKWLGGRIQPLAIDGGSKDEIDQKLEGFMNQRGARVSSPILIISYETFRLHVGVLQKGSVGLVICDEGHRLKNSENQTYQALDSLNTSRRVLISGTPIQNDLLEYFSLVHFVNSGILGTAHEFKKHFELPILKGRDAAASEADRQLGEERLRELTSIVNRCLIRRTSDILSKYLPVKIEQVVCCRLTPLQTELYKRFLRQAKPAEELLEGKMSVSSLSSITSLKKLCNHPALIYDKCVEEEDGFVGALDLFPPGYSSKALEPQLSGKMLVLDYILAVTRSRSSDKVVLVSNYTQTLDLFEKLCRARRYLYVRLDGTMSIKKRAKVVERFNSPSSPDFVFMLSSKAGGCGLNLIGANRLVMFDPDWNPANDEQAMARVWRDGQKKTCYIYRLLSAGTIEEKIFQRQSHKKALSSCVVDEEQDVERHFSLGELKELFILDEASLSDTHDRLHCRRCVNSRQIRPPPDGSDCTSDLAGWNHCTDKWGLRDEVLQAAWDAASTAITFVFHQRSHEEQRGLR
* hit, by the source's call; u = inconclusive; x = not tested or not shown.

SMILES	esBAF inh	RAD54 branch
Cc1nc2oc(C(=O)c3ccccc3)c(N)c2c2c1COC(C)(C)C2	x	10
O=C(COC(=O)C12CC3CC(CC(C3)C1)C2)Nc1ccc2[nH]c(=O)[nH]c2c1	x	-3
CC(=O)Nc1cccc(NC(=O)CCc2ccccc2)c1	x	-5
Cc1ccc2[nH]c(=S)cc(C)c2c1	x	-4
COc1ccc(-c2nc(SC)n(C(=O)c3ccco3)n2)cc1	x	8
CCCCSc1nc(CCC)cc(=O)[nH]1	x	5
CC1=C(C(=O)Nc2cccnc2)C(c2ccc3c(c2)OCO3)C2=C(CCCC2=O)N1 (centres undefined)	x	0
COC(=O)c1ccc(NC(=O)Nc2ccc(C)cc2)cc1	x	3
O=C(/C=C/c1ccc(Br)o1)OCc1ccccc1	x	3
C=CCOC(=O)C1=C(C)NC(SCC(=O)OCC)=C(C#N)C1c1ccc(C)cc1 (centres undefined)	x	8
N#CC1=C(N)Oc2n[nH]c(-c3ccc(F)cc3)c2C1c1ccncc1 (centres undefined)	x	-2
Cc1cccc(NC(=O)CSc2nnc(-c3ccco3)c(-c3ccco3)n2)c1C	x	-11
Fc1cccc(-n2c(-c3ccco3)nc3nc4ccccc4nc32)c1	x	-5
CCN1C(=O)C2C(C1=O)N1C(c3cccs3)C3C(=O)N(CC)C(=O)C3N1C2c1cccs1 (centres undefined)	x	1
COc1ccc(CCn2c(NN=C3CCCCC3)nc3c2c(=O)[nH]c(=O)n3C)cc1	x	11
CCN(CC)S(=O)(=O)c1cc(Br)c(C)cc1OC	x	-1
COc1ccc2cc(/C=C/C(=O)N3CCN(CC(=O)N4CCCCCC4)CC3)ccc2c1	x	4
OCCn1nc2c3ccccc3nc-2n(-c2ccccc2)c1=S	x	-8
CC(C)c1nc(NCc2ccccc2)c(C#N)c2c1CCCC2	x	-7
CC(=O)Nc1ccc(S(=O)(=O)NCc2ccc(C(=O)NCCN3CCCCCC3)cc2)cc1	x	1
CCOc1cc(CNCCc2ccc(S(N)(=O)=O)cc2)ccc1OCc1ccc(Cl)cc1	x	-3
COc1cc(C2NC(=O)C(C#N)=C(S)N2c2ccccc2)ccc1OC(C)C (centres undefined)	x	-4
O=C1CC(c2ccc(Cl)c([N+](=O)[O-])c2)c2ccc3ccccc3c2N1 (centres undefined)	x	-4
S=c1[nH]nc(CSc2nc3ccccc3s2)n1C1CCCCC1	x	6
O=c1cc(C(F)(F)F)c2sc(N3CCCCC3)nc2[nH]1	x	-2

Other compounds follow.
SMILES	esBAF inh	RAD54 branch
OC(C#CCN1CCOCC1)(c1ccccc1)C1CCCCC1 (centres undefined)	x	8
O=C(/C=C/c1c(Cl)cccc1Cl)NCc1ccccc1	x	-1
COc1ccc(/C=N/Nc2cc(C)nc(N)n2)cc1	x	7
COc1ccc(-c2cc(C(F)(F)F)nc(N3CCCCC3)n2)cc1OC	x	-4
CCCCCC(=O)N1CC2(C)CN(C(=O)CCCCC)CC(C)(C1)C2=O	x	-4
COc1ccc(C(C)N2CC34C=CC(O3)C(C(=O)O)C4C2=O)cc1 (centres undefined)	x	4
CC1CCN(CC(O)COC2CCC(C(C)(C)C)CC2)CC1 (centres undefined)	x	-3
CCOC(=O)C1=C(O)/C(=C/c2cn(CC(=O)NCC3CCCO3)c3ccccc23)SC1=Nc1ccc(C)cc1 (centres undefined)	x	-6
Cc1ccccc1Cn1ccc(NC(=O)c2cc3nc(-c4ccco4)cc(C(F)(F)F)n3n2)n1	x	-1
O=C(NC(NC(=S)Nc1ccc(Cl)c(Cl)c1)C(Cl)(Cl)Cl)c1ccco1 (centres undefined)	x	1
NC12CC3CC(C1)CC(CO)(C3)O2	1	x
Cc1ccc(NC(=O)COC(=O)c2ccnn2C)cc1	14	x
CCCn1c(=O)c(-c2ccccc2)c(O)c2ccccc21	-5	x
Cc1ccc(/C=C2\SC(=S)N(/N=C/c3cc([N+](=O)[O-])ccc3O)C2=O)o1	10	x
CC(=O)Nc1ccc(OC/C=C(\C)Cl)cc1	55*	x
COc1ccc(/C=N/Nc2nc(C)c([N+](=O)[O-])c(N(C)c3ccccc3)n2)cc1OC	-5	x
CC1CCc2sc3ncnc(N4CCOCC4)c3c2C1 (centres undefined)	-12	x
Cc1ccc(O)c(C(=O)c2cc(C#N)c(=O)n(CC3CCCO3)c2)c1 (centres undefined)	0	x
CCOC(=O)c1c(CN2CCCCC2C)oc2ccc(OC)cc12 (centres undefined)	6	x
CCCSc1nc2c(c(=O)n(C)c(=O)n2C)n1Cc1ccc(C)cc1	-9	x
Cc1cccc(NC(=O)C2CC(O)CN2C(=O)OCc2ccccc2)c1 (centres undefined)	-3	x
COc1ccc(-n2nnc3c(SCC(=O)c4ccccc4)ncnc32)cc1	-5	x
CC(C)(C)NC(=O)CSc1nncn1-c1ccccc1	-1	x
CCOC(=O)c1c(C)[nH]c(C(=O)OCC(=O)NC2CCS(=O)(=O)C2)c1C (centres undefined)	-7	x
CCOC(=O)c1ccc(Oc2nc(NC)nc(SC)n2)cc1	-5	x

esBAF inh: hit marks shown above.
smiles,esBAF inh
CC(=O)Nc1ccc(OC/C=C(\C)Cl)cc1,55*

More compounds.
SMILES	esBAF inh	RAD54 branch
O=C1c2sc3nc4ccccc4n3c2C(=O)N1c1ccccc1Cl	12	x
Clc1cccc(NCc2nnc(SCc3ccccc3Cl)o2)c1	0	x
CC(C)NCC(=O)NC12CC3CC(CC(C3)C1)C2	-2	x
CCn1c(CC(=O)Nc2ccc(C)c(Cl)c2)nnc1SCC(=O)Nc1nc(C)cs1	7	x
O=[N+]([O-])c1ccc(-c2csc3[n+]2CCS3)cc1	-10	x
CC(C)Cn1c(-c2ccc(F)cc2)n[nH]c1=S	1	x
O=C(CN1C(=O)NC2(CCCc3ccccc32)C1=O)NCc1ccco1 (centres undefined)	-3	x
Cc1ccc(C(=O)Nc2nc(COc3ccccc3)cs2)s1	24	x
COc1ccccc1NC1=NC(C)(C)N=C(N)N1	-6	x
Cc1ccc(C(=O)/C=C/Nc2ccccn2)cc1	39	x
O=C(COC(=O)CCCSc1nc2ccccc2[nH]1)NC(=O)NC1CCCC1	-1	x
O=C(CC(C(=O)O)N1CCOCC1)Nc1ccc(Cl)cc1 (centres undefined)	-7	x
Cn1c(=O)c2[nH]c(CN3CCN(Cc4ccccc4)CC3)nc2n(C)c1=O	5	x
N#Cc1ccccc1NCc1ccccc1	32	x
Cc1nn(C)c(C)c1NC(=O)Nc1cccc(C(F)(F)F)c1	-7	x
CCOc1ccc(NC(=O)CC(c2ccccc2)c2ccc(F)cc2)cc1 (centres undefined)	4	x
CCN1CCN(C(=O)C2(NC(=O)Nc3ccccc3Cl)CCCCC2)CC1	0	x
Cc1ccc(C2C3CSCC=C3C(C#N)=C(N)C2(C#N)C#N)cc1 (centres undefined)	-1	x
CCOc1ccc(C2CC(c3cccc(OC)c3OC)n3nnnc3N2)cc1Cl (centres undefined)	-3	x
O=C(Nc1cccc(Cl)c1Cl)c1ccc(-c2ccccc2)cc1	74*	x
COc1ccc(N2CCN(C(=O)c3ccc4c(c3)OCO4)CC2)cc1	1	x
CC(=O)c1c(C(C)=O)c(C)n(NC(=O)c2ccncc2)c1C	-2	x
COc1ccc(C(C(=O)NC2CCCCC2)N(C(=O)c2ccco2)c2ccc(-n3cnnn3)c(C)c2)cc1 (centres undefined)	9	x
Cc1cc2cc(CN(CCN3CCOCC3)C(=O)Nc3ccccc3F)c(=O)[nH]c2cc1C	2	x
COc1ccccc1CNC(=O)C(=O)NCC1CCCO1 (centres undefined)	5	x

More entries follow.
SMILES	esBAF inh	RAD54 branch
Cc1ccc(SCc2[nH]nc3c2C2(CCSCC2)C(C#N)=C(N)O3)cc1	-2	x
Cc1cccc(C(=O)Nc2sc3c(c2C#N)CCCCC3)c1	-1	x
COC(=O)c1c(C)nn(-c2ccccc2)c1-n1cccc1	-9	x
c1ccc(-c2nc3c(ccc4ccccc43)[nH]2)nc1	100*	x
C=CCn1c(SCC(=O)Nc2ncc(Cc3cc(Cl)ccc3Cl)s2)nnc1-c1ccncc1	3	x
CN(CCCNC(=O)c1cccc(N2CCCC2=O)c1)c1ccccc1	2	x
CCN1CCCC1CN(Cc1cc2cc(C)ccc2[nH]c1=O)C(=O)Nc1ccccc1OC (centres undefined)	-4	x
O=[N+]([O-])c1ccc(NC(=S)NCCc2ccc(Cl)cc2)cc1	-2	x
CCOC(=O)CN1C(=O)NC2NC(=O)NC21 (centres undefined)	-3	x
Cn1cnnc1SCNC(=O)C(F)(F)F	-6	x
CCCCOc1ccc(Br)cc1/C(C)=N/NC1=NCCN1	-50	x
O=C(c1ccc2c(c1)OCO2)N1CCN(C(=O)c2ccco2)CC1	3	x
CCCN(Cc1cc2ccc(C)cc2[nH]c1=O)S(=O)(=O)c1ccccc1	26	x
COc1ccc(F)cc1S(=O)(=O)NC1CC(C)(C)NC(C)(C)C1	-3	x
O=C1CCCN1c1ccc(S(=O)(=O)Nc2ccc3c(c2)OCCO3)cc1	-5	x
COc1ccc(OCC(=O)N2CCOCC2)cc1	7	x
COc1ccc(NC(=O)CNS(=O)(=O)c2ccc3nc(C)sc3c2)c(OC)c1	2	x
CC(=O)c1ccc(N2CCN(C(=S)Nc3cccc(F)c3)CC2)cc1	10	x
CC(=O)Nc1ccc(C2=NNC(=Nc3cccc(S(=O)(=O)N(C)C)c3)SC2)cc1	6	x
CN1CCN(S(=O)(=O)c2ccc(NC(=O)Nc3cccc(Cl)c3)cc2)CC1	-1	x
O=C(CCSc1nnc(-c2ccncc2)o1)Nc1cccc2ccccc12	-4	x
Cc1c(C(=O)OC(C)C)sc2nc[nH]c(=O)c12	4	x
COc1ccc(Br)cc1/C=N/n1c(C)nnc1C	-6	x
CC1CCCN(C/C=C/c2ccccc2[N+](=O)[O-])C1 (centres undefined)	-1	x
Cc1ccc2nc(/C(C#N)=C/c3cn[nH]c3-c3ccc(F)cc3)[nH]c2c1	0	x

Given as a markdown table: entries from further up.
| SMILES | esBAF inh | RAD54 branch |
| --- | --- | --- |
| CN(CCCNC(=O)c1cccc(N2CCCC2=O)c1)c1ccccc1 | 2 | x |
| c1ccc(-c2nc3c(ccc4ccccc43)[nH]2)nc1 | 100* | x |
| Cc1c(C(=O)OC(C)C)sc2nc[nH]c(=O)c12 | 4 | x |
| CCOC(=O)CN1C(=O)NC2NC(=O)NC21 (centres undefined) | -3 | x |

Entries of single compounds, looked up by structure. Order of values: esBAF inh | RAD54 branch
O=C(CCSc1nnc(-c2ccncc2)o1)Nc1cccc2ccccc12 is listed with -4 | x
O=C1CCCN1c1ccc(S(=O)(=O)Nc2ccc3c(c2)OCCO3)cc1 is listed with -5 | x

The list continues.
SMILES	esBAF inh	RAD54 branch
Cc1ccc(NCc2nnc(SCC(=O)Nc3ncc(C)s3)n2CC2CCCO2)c(C)c1 (centres undefined)	2	x
Cn1c(=O)[nH]c(=O)c2c1nc(N1CCOCC1)n2CC(O)COc1ccccc1 (centres undefined)	-5	x
O=C1c2cccnc2C(O)N1Cc1ccc(F)cc1 (centres undefined)	0	x
Cn1c(Cc2ccccc2)nnc1SCC(=O)c1cccs1	4	x
O=C(COc1ccccc1Cl)c1ccc2c(c1)CCCC2	24	x
Cc1ccc(S(=O)(=O)N2CCOCC2)cc1C(=O)NCc1ccc2c(c1)OCO2	-1	x
O=C(Nc1ccc(Oc2ccccc2)cc1)C1CCCO1 (centres undefined)	52*	x
O=C(Nc1cccc(F)c1)c1cccc(S(=O)(=O)N2CCOCC2)c1	-1	x
CSc1nc(C)c2c(n1)N(c1ccc(C(C)C)cc1)CC2	-8	x
COc1cc(/C=C(/NC(=O)c2ccccc2Cl)C(=O)O)cc(OC)c1OC	-1	x
COC(=O)c1sccc1NC(=O)CN1CCN(c2ccc(F)cc2)CC1	-8	x
Cc1cc2c(c(=O)n1Cc1cccnc1)C(c1ccc(F)cc1)C(C#N)=C(N)O2 (centres undefined)	11	x
O=C(COC(=O)c1cccc(S(=O)(=O)N2CCOCC2)c1)Nc1nc(-c2ccccc2Cl)cs1	52*	x
O=C(OCc1nc2ccccc2s1)c1cnccn1	55*	x
CSc1ccc(S(=O)(=O)Nc2ccc(F)cc2)cc1	4	x
CCOC(=O)N1CCC2(CC1)C(C#N)=C(N)OC1=C2C(=O)CC(C)(C)C1	-10	x
CC(C)(C)NC(=O)Nc1ccc2nccnc2c1	52*	x
CCN(CC)S(=O)(=O)c1ccc(S(=O)(=O)Nc2ccc(C(=O)N3CCCC3)cc2)cc1	2	x
O=C(c1ccc(F)cc1)c1ccc(N2CCCC2)cc1	65*	x
CCCCOc1ccc(S(N)(=O)=O)cc1	7	x
COc1ccc2cc(CN(C(=O)Nc3ccccc3OC)C3CCCC3)c(=O)[nH]c2c1	10	x
COc1ccc(NC(=O)CCN2CCCCCC2)c(OC)c1	-4	x
Cc1ccc(-c2noc(CC(c3ccccc3)c3ccccc3)n2)cc1	1	x
O=c1oc2cc(OCc3c(F)cccc3Cl)ccc2cc1-c1ccccn1	u	x
N#Cc1cc2c(nc1SCC(=O)N1CCOCC1)CCCCC2	-22	x

New compounds follow.
SMILES	esBAF inh	RAD54 branch
CCCCCOc1ccc(OC(=O)c2ccncc2)cc1	6	x
C[C@H](NC(=O)Nc1cccc(C(F)(F)F)c1)C(=O)O	-2	x
OCCN(Cc1ccccc1)Cc1cccc(C(F)(F)F)c1	-4	x
Cc1cccc2sc(NC(=O)CSCc3ccccc3)nc12	-5	x
Cc1cc(NC(=O)C2C3C(=O)N(CC4CCCO4)C(C(=O)NCc4ccccc4)C34C=CC2(C)O4)no1 (centres undefined)	-6	x
CCOc1ccc(NC(=O)CCn2cccc2)cc1	-2	x
CN1CCN(c2nc3c(c(=O)[nH]c(=O)n3C)n2CCOc2ccccc2)CC1	-4	x
COc1ccc2c(c1OC)C(=O)OC2c1c(O)nc(SC)n(-c2ccccc2)c1=O (centres undefined)	-8	x
Oc1ccc(C2=Nn3c(nnc3-c3ccco3)SC2)cc1O	-10	x
COc1ccc(C2Nc3ccccc3C(=O)N2O)cc1OC (centres undefined)	37	x

Screening data from PubChem.

These rows are one share of the data (hit frequency here may not be typical).
